Compound activity (PubChem BioAssay)
Dynein cargo inh: inhibitors of GR-EGFP nuclear translocation, primary screen, dynein cargo transport inhibitor project, imaging, high-content, 3617.4 mouse cells; AID 1381, 2008; hit rate 0.47% among 220,000; test concentration mostly 20 µM; stimulated with dexamethasone, 1 µM; stronger effect = lower value; z-score, hits read low;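 active = plate z-score of nuclear minus cytoplasmic receptor signal below a set negative limit, without overly bright fluorescence or cell loss, cut at about -3.5 in these data, passing the limit was not always enough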;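 note: z-score of nuclear minus cytoplasmic ring GR-EGFP intensity difference per well; some compounds called inactive have numbers as strong as hits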
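Buffer or medium – tet-free medium with charcoal-stripped serum · Signal – automated 10x imaging of fixed Hoechst-stained cells · Also added – dexamethasone agonist, 1.0 µM final, for 30 min · Incubation – induction 48 h, compound 1 h, agonist 30 min · Read-out – GR-EGFP nuclear translocation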
Siah-1 displacement: Siah-1 peptide-binding antagonists, primary screen, biochemical, fluorescence polarization, rhodamine-plectin, uHTS (AID 1817) | displacement, % at 20 µM; hits with a dose series show IC50 in µM | Siah-1 / rhodamine-plectin peptide fluorescence polarization; higher % means a stronger effect | hit rate 0.02% among 290,000;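 active = displacement of at least 50% at 20 µM, with a fluorescence ratio check between 0.3 and a set limit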;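 note: plate controls were Siah plus tracer with DMSO for no effect and tracer alone without Siah for full effect; strong numbers were not always called active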
AID2073: inhibitors of Mint1-CaV2.2 protein interaction, biochemical, HTRF (AID 2073); HTRF protein-protein interaction, Mint1-CaV2.2; higher % means a stronger effect; one-dose inhibition, % at 20 µM; IC50 in µM for titrated hits; hit rate 0.19% among 290,000; in the data active = inhibition mostly above about 51%, no sharp cut-off; note: some results filed as inactive read as strong as hits
P. falciparum M1AAP: P. falciparum M1AAP inhibitors, biochemical, fluorogenic H-Leu-NHMec substrate, 1536-well (AID 1445); Aminopeptidase N (Plasmodium falciparum (isolate 3D7)); recombinant M1AAP, H-Leu-NHMec fluorogenic kinetic assay; higher % means a stronger effect; inhibition, % at 30 µM, or IC50 in µM where a hit was titrated; hit rate 0.42% among 220,000;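 active = primary inhibition above the hit cutoff, then over 50% inhibition at one or more dose response concentrations, cut at about 23% in these data, passing the limit was not always enough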;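 note: plate controls were DMSO full reaction for no effect and no enzyme background for full effect; strong numbers were not always called active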
XIAP antagonists: XIAP antagonists, biochemical, IAP family, fluorescence polarization (AID 1018); XIAP BIR domain, fluorescence polarization peptide displacement; higher % means a stronger effect; hit rate 0.007% among 200,000; E3 ubiquitin-protein ligase XIAP (Homo sapiens); displacement, % at 20 µM; hits with a dose series show IC50 in µM; in the data active = displacement above about 50%; note: a part of the inactive calls stands beside numbers as strong as those of hits
M17LAP inhibition: P. falciparum M17LAP inhibitors, primary screen, biochemical, fluorogenic H-Leu-NHMec substrate, 1536-well (AID 1619); inhibition, % at 30 µM; hits with a dose series show IC50 in µM; Leucine aminopeptidase (Plasmodium falciparum (isolate 3D7)); hit rate 0.38% among 220,000; recombinant M17LAP, H-Leu-NHMec fluorogenic kinetic assay; higher % means a stronger effect;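 active = compound inhibiting the enzyme by more than half at any dose during confirmatory dose-response retesting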;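 note: plate controls were full reaction with DMSO carrier for no effect and no enzyme background for full effect; strong numbers were not always called active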
PMI inhibitors: inhibitors of human PMI, primary screen, biochemical, fluorescence intensity, coupled assay (AID 1209); Mannose-6-phosphate isomerase (Homo sapiens); purified PMI enzyme, coupled fluorescence intensity; higher % means a stronger effect; one-dose inhibition, % at 20 µM; IC50 in µM for titrated hits; hit rate 0.42% among 190,000;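 note: plate controls were DMSO vehicle for no effect and wells lacking substrate for full effect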
human PMI inhibitors: human PMI inhibitors, high substrate, primary screen, biochemical, fluorescence intensity, high mannose 6-phosphate (AID 1220); hit rate 0.66% among 190,000; Mannose-6-phosphate isomerase (Homo sapiens); one-dose inhibition, % at 20 µM; IC50 in µM for titrated hits; recombinant PMI enzyme, coupled fluorescence intensity; higher % means a stronger effect
LYP inhibition: inhibitors of LYP phosphatase, biochemical, fluorescence intensity, uHTS (AID 1779); Tyrosine-protein phosphatase non-receptor type 22 (Homo sapiens); recombinant LYP phosphatase, fluorescence intensity; higher % means a stronger effect; inhibition, % at 11.5 µM; hits with a dose series show IC50 in µM; hit rate 0.054% among 290,000;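 note: plate controls were vehicle with enzyme for no effect and no enzyme for full effect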
Dynein cargo inh cytoplasmic EGFP: further read-out of Dynein cargo inh, marked with its call; z-score; measured here: cytoplasmic GR-EGFP intensity; stronger effect = higher value
Dynein cargo inh nuclear GR-EGFP: also measured in Dynein cargo inh; calls as there; z-score; measured here: nuclear GR-EGFP intensity;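 lower value marks the stronger effect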
Dynein cargo inh cell count: recorded beside Dynein cargo inh, whose call it bears; z-score; measured here: cell count per field
Numbers without * were called inactive; x = no result given. Cut-off read from the data, not from the text of the source, unless noted: active = inhibition above about 50%; inactive = the rest.

| Dynein cargo inh | Dynein cargo inh cytoplasmic EGFP | Dynein cargo inh nuclear GR-EGFP | Dynein cargo inh cell count | Siah-1 displacement | AID2073 | P. falciparum M1AAP | XIAP antagonists | M17LAP inhibition | PMI inhibitors | human PMI inhibitors | LYP inhibition | structure |
| --- | --- | --- | --- | --- | --- | --- | --- | --- | --- | --- | --- | --- |
| 1.4 | -0.31 | 0.61 | -0.79 | -5% | -5% | 3% | -7.6% | 0% | -9% | 4% | -2% | COc1cc(/C=N/NC(N)=O)ccc1OC(=O)c1ccco1 |
| 0.57 | -0.21 | -0.07 | -0.85 | 11% | -18% | -1% | -2.2% | 10% | -11% | -19% | -5% | CCCC(CCC)c1nc2ccncc2[nH]1 |
| -1.2 | -0.25 | -0.85 | 1.1 | -1% | 6% | 5% | -7.4% | 12% | 1% | -9% | -8% | COc1ccc(C(=O)N2CCN(C3CCCCC3)CC2)c(OC)c1 |
| -0.44 | -0.25 | -0.16 | 0.53 | 12% | 0% | 5% | x | 6% | x | x | -10% | CCOC(=O)N1CCc2c(sc(NC(=O)CN(CC)CC)c2C#N)C1 |
| 0.57 | -0.14 | 0.9 | -1.9 | 6% | -13% | 4% | x | -1% | x | x | -5% | CC(C)(C)n1cn[nH]c1=S |
| 0.14 | -0.27 | -0.62 | 1.5 | 0% | 1% | 4% | -12% | 16% | 20% | 11% | 1% | CS(=O)(=O)N1CCN(c2ccccc2NC(=O)c2cccnc2)CC1 |
| -0.75 | 0.63 | 0.12 | 0.53 | 4% | 4% | 0% | -1.9% | 6% | 22% | 15% | -2% | COc1cc(C)c(Cl)cc1S(=O)(=O)N1CCCC1 |
| -0.28 | -0.72 | -0.36 | 0.026 | 2% | 6% | x | x | x | x | x | 1% | Cc1cc(NC(=O)COC(=O)[C@@H](NS(=O)(=O)c2ccc(Br)cc2)C(C)C)no1 |
| 1 | -0.13 | 0.85 | -0.92 | 0% | 8% | 18% | 1.2% | 5% | 16% | 13% | -6% | COc1ccc2nc(N3C(=O)CC(C(C)c4ccccc4)C3=O)sc2c1 (stereo unspecified) |
| -0.022 | 0.25 | -0.12 | -0.051 | 6% | 15% | 3% | -12% | 0% | 10% | 7% | -6% | Cn1c(-c2ccc(CN3CCCCC3)o2)nc2ccccc21 |
| 1.4 | -0.31 | 0.71 | -1.2 | 0% | 4% | 3% | -2.5% | -6% | -18% | -4% | -4% | O=C(O)c1ccc2c(c1)S(=O)(=O)N=C1CCCCCN12 |
| 1.9 | -0.13 | 1.3 | -1.2 | 3% | -2% | 4% | -3.7% | 13% | 5% | 7% | 5% | Cc1c(C(=O)NCc2ccc3c(c2)OCO3)sc2nc(-c3ccc(F)cc3)cn12 |
| -0.71 | -0.22 | -0.45 | 1.2 | -2% | -28% | 6% | -2.8% | 6% | 2% | -6% | -7% | Cc1n[nH]c(=O)nc1NCc1ccc(Cl)cc1 |
| 0.52 | -0.21 | 0.61 | -0.41 | 2% | 13% | -4% | -7.6% | -6% | 3% | -11% | -2% | COc1ccc2oc(=O)c(C(=O)O)cc2c1 |
| -0.99 | -0.24 | -0.058 | 1.1 | 2% | 6% | 12% | -0.5% | 6% | -4% | 2% | -4% | CCn1c2ccccc2c2nnc(SCC(=O)N(C)C3CCS(=O)(=O)C3)nc21 (stereo unspecified) |
| 0.52 | -0.42 | -0.35 | 0.39 | -5% | 9% | -3% | -0.8% | 5% | 0% | 2% | -1% | CCC(=O)c1ccc(OCC(=O)OCC(=O)Nc2sccc2C(N)=O)cc1 |
| -0.37 | -0.23 | 0.43 | -0.19 | -2% | 8% | 6% | x | 17% | x | x | 3% | COc1ccc(-c2csc(NC(=S)NC(=O)c3ccccc3)n2)cc1Br |
| 0.45 | -0.27 | 0.39 | -0.82 | -2% | -2% | 3% | -3.0% | 0% | -17% | -12% | -4% | COc1ccccc1C(=O)NNC(=O)c1ccc(NC(=O)c2ccccc2)cc1 |
| -0.66 | -0.21 | -0.13 | 0.82 | -3% | -12% | 1% | -4.2% | -2% | -1% | 5% | -5% | O=C(Nc1cccc(F)c1)C1CCN(C(=O)c2ccc(Cl)cc2)CC1 |
| -0.29 | -0.25 | 0.081 | -0.78 | -1% | -6% | 5% | -2.5% | 3% | -2% | -5% | -12% | CCCn1cc(NC(=O)C2CC(c3cccc(Br)c3)=NO2)cn1 (stereo unspecified) |

4 of the entries above in order of their number in Dynein cargo inh cell count, smallest number first.
Structure | Dynein cargo inh | Dynein cargo inh cytoplasmic EGFP | Dynein cargo inh nuclear GR-EGFP | Dynein cargo inh cell count | Siah-1 displacement | AID2073 | P. falciparum M1AAP | XIAP antagonists | M17LAP inhibition | PMI inhibitors | human PMI inhibitors | LYP inhibition
CCCn1cc(NC(=O)C2CC(c3cccc(Br)c3)=NO2)cn1 (stereo unspecified) | -0.29 | -0.25 | 0.081 | -0.78 | -1% | -6% | 5% | -2.5% | 3% | -2% | -5% | -12%
Cc1cc(NC(=O)COC(=O)[C@@H](NS(=O)(=O)c2ccc(Br)cc2)C(C)C)no1 | -0.28 | -0.72 | -0.36 | 0.026 | 2% | 6% | x | x | x | x | x | 1%
CCn1c2ccccc2c2nnc(SCC(=O)N(C)C3CCS(=O)(=O)C3)nc21 (stereo unspecified) | -0.99 | -0.24 | -0.058 | 1.1 | 2% | 6% | 12% | -0.5% | 6% | -4% | 2% | -4%
Cc1n[nH]c(=O)nc1NCc1ccc(Cl)cc1 | -0.71 | -0.22 | -0.45 | 1.2 | -2% | -28% | 6% | -2.8% | 6% | 2% | -6% | -7%

Carrying on:
| Dynein cargo inh | Dynein cargo inh cytoplasmic EGFP | Dynein cargo inh nuclear GR-EGFP | Dynein cargo inh cell count | Siah-1 displacement | AID2073 | P. falciparum M1AAP | XIAP antagonists | M17LAP inhibition | PMI inhibitors | human PMI inhibitors | LYP inhibition | structure |
| --- | --- | --- | --- | --- | --- | --- | --- | --- | --- | --- | --- | --- |
| -0.82 | 0.031 | -0.15 | 0.9 | 0% | 5% | 6% | -2.8% | 9% | -3% | -6% | -6% | CCOC(=O)c1c(C)nc2ccc(C)cn12 |
| -0.76 | -0.28 | 0.34 | -0.12 | 3% | -14% | 3% | -5.8% | 2% | -11% | -8% | -3% | S=C1NC2(CCCC2)N=C1c1ccccc1 |
| 0.099 | -0.22 | -0.5 | -0.099 | 5% | 2% | -2% | -3.2% | -1% | 8% | 4% | -4% | Nc1c(-c2cccs2)cnn1-c1nc(-c2ccc(Cl)cc2Cl)cs1 |
| -2.1 | 0.065 | -1.4 | 1.1 | -5% | 22% | 9% | -5.8% | 28% | -36% | -73% | 4% | Cc1oc(-c2ccc(Cl)cc2)cc1-c1nn2c(-c3ccoc3C)nnc2s1 |
| 0.43 | -0.12 | 0.33 | -0.71 | -3% | 12% | -1% | -4.4% | -2% | 10% | 2% | -8% | CCOC(=O)C1(Cc2cccc(OC)c2)CCN(C/C=C/c2ccc(OC)cc2)CC1 |
| -0.0082 | -0.2 | 0.063 | 0.75 | -1% | -2% | 0% | -21% | 11% | 10% | 7% | -9% | CC(=O)Nc1cc2c(cc1NC(=O)Cn1nc(-c3ccc4c(c3)OCCO4)ccc1=O)OCCO2 |
| -0.37 | -0.75 | -0.27 | 0.58 | 22% | 47% | 8% | x | 9% | x | x | -2% | COC(=O)CCCC1=CC2=CC(=O)C(C)(OC(=O)C3CCCC3)C(=O)C2=CO1 (stereo unspecified) |
| -0.76 | -0.22 | 0.44 | 0.41 | 1% | -8% | 8% | -14% | -3% | -8% | 8% | -2% | CCN(CC)C(C(=O)Nc1ccc2c(c1)OCO2)c1ccccc1 (stereo unspecified) |
| 0.8 | -0.15 | 0.9 | 1.6 | -3% | -6% | -8% | -3.2% | 30% | 2% | -1% | -9% | Cc1ccc(SCC(=O)NCCN2C(=O)CSC2=O)cc1C |
| 0.07 | -0.21 | -0.037 | 0.00066 | 8% | 0% | -2% | -4.1% | -1% | -3% | -1% | 7% | CCOC(=O)C1=C(C)NC(=O)NC1c1cccc(OC)c1OCc1ccccc1Cl (stereo unspecified) |
| -0.53 | -0.39 | -0.39 | 0.25 | -2% | 8% | 0% | -3.2% | -5% | 4% | 2% | -3% | O=C(NCc1cccs1)C1CC(c2ccc(Cl)cc2)=NO1 (stereo unspecified) |
| -0.38 | -0.26 | -0.21 | 0.82 | -2% | -6% | 2% | -3.2% | 5% | 0% | -2% | -5% | Cc1nnc(N2CCN(c3ccccc3)CC2)[nH]c1=O |
| 0.95 | -0.17 | 0.75 | -0.62 | 14% | 3% | 10% | 0.4% | 13% | 8% | 8% | 3% | O=C(Nc1ccc2c(c1)OCCO2)C1CCCN(S(=O)(=O)c2cnc[nH]2)C1 (stereo unspecified) |
| -0.29 | -0.00013 | 0.64 | 0.34 | 4% | -5% | -1% | -5.4% | -6% | 13% | 6% | -1% | CC1CN(CCCSc2ccc(Cl)cc2)CC(C)O1 (stereo unspecified) |
| 1.1 | -0.17 | 0.19 | -0.28 | -2% | -12% | 5% | -9.7% | -5% | 8% | 10% | -4% | CNC(=O)CN(c1cc(OCCOC)c(Cl)cc1Cl)S(=O)(=O)c1ccccc1 |
| 0.33 | 2.6 | 0.83 | 0.71 | 5% | -2% | 6% | -3.7% | 1% | 6% | 4% | 0% | COc1ccc(C(=O)c2nccc3ccccc23)cc1 |
| -0.18 | -0.19 | 0.19 | 0.61 | 2% | 18% | 4% | -2.5% | -1% | -3% | -6% | -4% | CC(C)N(C(=O)COC(=O)c1ccc([N+](=O)[O-])cc1)c1ccccc1 |
| -0.7 | -0.28 | -0.37 | 0.79 | 4% | -30% | 5% | -5.0% | 1% | -10% | -8% | -3% | CC1CCCC(NC(=O)CCCn2c(=S)[nH]c3ccccc3c2=O)C1C (stereo unspecified) |
| -0.71 | -0.23 | -0.43 | 1.4 | 2% | 4% | 1% | 2.0% | 8% | 8% | -1% | 2% | O=S(=O)(c1ccc(C2CCCCC2)cc1)N1CCN(c2ncccn2)CC1 |
| -0.35 | -0.19 | -0.13 | 0.68 | 8% | 47% | 6% | x | 3% | x | x | -5% | CCOC(=O)N1CCC(NS(=O)(=O)c2ccc(C)c(Cl)c2)CC1 |
